# TNFa cytotox: toxic to HUVEC cells under TNF alpha stimulation | hit rate 0.17% among 93,000 | HUVEC TNFalpha-stimulated, Hoechst cell count, imaging | cell count reduction, % at 2 µM;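 active means cell count reduction exceeding the screen mean by over 5 SD, scaled to untreated wells per plate, cut at about 78% in these data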;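 further: cells counted after 24 h of TNF alpha exposure following the 1 h pretreatment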
# CYP2C19 inh: inhibitors of human CYP2C19; P33261; CYP2C19 Supersomes, luciferin-H EGE luminescence, 30 min; inhibition, % at 5 µM; hit rate 21% among 96,000; AID 778;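 active means CYP2C19 inhibition above a set limit at 5 µM in the primary screen, cut at about 50% in these data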;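 further: plate controls were negative control wells for no effect and 2.5 mM tranylcypromine positive control for full effect; values of inactives mirror those of a sister screen read the other way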
# CYP2C9 activ: CYP2C9 (human) activation; recombinant CYP2C9, luciferin-H conversion, luminescence; hits give high values; factor 1 = untreated enzyme, 0 = blocked; P11712; hit rate 1.4% among 96,000; activation factor at 5 µM;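 active means activation factor of 2 or more for CYP2C9 at a 5 µM dose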;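 further: 0 = sulfaphenazole-blocked wells and 1 = vehicle-only wells; values of inactives mirror those of a sister screen read the other way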
# Target sequence (P11712 whole entry, looked up): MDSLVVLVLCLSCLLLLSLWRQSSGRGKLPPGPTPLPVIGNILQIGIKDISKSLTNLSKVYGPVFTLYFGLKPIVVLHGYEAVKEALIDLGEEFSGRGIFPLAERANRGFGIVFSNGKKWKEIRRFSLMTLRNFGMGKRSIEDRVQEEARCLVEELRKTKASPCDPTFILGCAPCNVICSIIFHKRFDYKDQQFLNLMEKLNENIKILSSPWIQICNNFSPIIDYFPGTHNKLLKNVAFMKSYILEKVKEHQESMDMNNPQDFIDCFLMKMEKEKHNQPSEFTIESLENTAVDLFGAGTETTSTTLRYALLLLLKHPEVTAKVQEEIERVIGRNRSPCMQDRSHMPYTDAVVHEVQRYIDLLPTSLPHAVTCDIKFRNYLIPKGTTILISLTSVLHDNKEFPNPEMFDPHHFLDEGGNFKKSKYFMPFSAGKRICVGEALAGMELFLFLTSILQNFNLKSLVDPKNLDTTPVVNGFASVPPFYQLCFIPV
# CYP2C9 inh: blocks human cytochrome P450 2C9 | inhibition, % at 5 µM | CYP2C9 Supersomes, luciferin-H conversion, luminescence | AID 777 | P11712 | hit rate 20% among 96,000;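 active means blocking of liver enzyme CYP2C9 beyond about 50% at 5 µM, limit read from the data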; further: values of inactives mirror those of a sister screen read the other way
# hDAT+cocaine: changed human dopamine transporter uptake under cocaine IC80; hit rate 1.3% among 110,000; Q01959; B-score at 10 µM; LLC-PK1 hDAT cells, [14C]-dopamine uptake with cocaine IC80; actives deviate in either direction; AID 449768;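 active means Z score or B-score, a plate-position-corrected score, falls beyond the plate's 99.7% confidence bounds, in either direction; inactive means both scores lie inside the 99.7% bounds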;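 further: scored against the spread of the other compound wells on the same plate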
# Target sequence (Q01959 whole entry, looked up): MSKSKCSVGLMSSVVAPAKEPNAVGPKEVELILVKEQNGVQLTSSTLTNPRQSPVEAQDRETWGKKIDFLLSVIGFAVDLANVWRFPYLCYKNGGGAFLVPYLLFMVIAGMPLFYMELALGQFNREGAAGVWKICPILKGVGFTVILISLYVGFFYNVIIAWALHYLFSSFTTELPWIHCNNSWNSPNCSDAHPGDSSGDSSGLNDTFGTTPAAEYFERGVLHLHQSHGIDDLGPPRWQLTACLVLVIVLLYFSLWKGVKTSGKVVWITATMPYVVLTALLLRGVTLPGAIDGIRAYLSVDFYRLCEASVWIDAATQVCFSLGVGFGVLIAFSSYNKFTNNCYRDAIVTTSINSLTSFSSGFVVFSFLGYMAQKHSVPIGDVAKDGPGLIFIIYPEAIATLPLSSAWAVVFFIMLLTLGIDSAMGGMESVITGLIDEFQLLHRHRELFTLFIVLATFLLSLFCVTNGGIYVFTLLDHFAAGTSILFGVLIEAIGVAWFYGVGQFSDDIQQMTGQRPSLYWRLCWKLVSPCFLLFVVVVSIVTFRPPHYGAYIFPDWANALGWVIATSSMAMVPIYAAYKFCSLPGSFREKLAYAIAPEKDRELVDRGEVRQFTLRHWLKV
# Candida biofilm: kills Candida albicans biofilms; hit rate 0.14% among 85,000; inhibition, % at 6 µM; C. albicans biofilm + clotrimazole, Alamar Blue;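 active means inhibition above 20%; inactive means inhibition below 20%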;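 further: preformed 24 hr biofilms exposed to compound for 48 hr; 0% = biofilm without compound and 100% = blank killed by clotrimazole plus chlorhexidine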
# CYP2C19 activ: increases human CYP2C19 enzyme activity; AID 1025; P33261; recombinant CYP2C19, luciferin-H EGE luminescence; hits give high values; 0 = fully inhibited enzyme, 1 = untreated enzyme; activation factor at 5 µM; 96,000 tested, under 10 active;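 active means activation factor of at least 2 at 5 µM in the primary screen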;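 further: 0 = wells with 2.5 mM tranylcypromine and 1 = vehicle-only wells; values of inactives mirror those of a sister screen read the other way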
# HUVEC tox IL1B: HUVEC cytotoxicity counter-screen, IL-1B stimulated. HUVEC cell count loss, Hoechst imaging. hit rate 0.41% among 94,000. cell count reduction, % at 2 µM. AID 845;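 active means cell count reduction more than 3 SD above the screen-wide mean, cut at about 70% in these data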;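 further: normalized per plate to untreated control cells as the no-loss baseline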
# VCAM1 TNFa inh: reduces TNF alpha induced VCAM1 expression in HUVEC. HUVEC TNFa-induced VCAM-1 immunofluorescence, high-content imaging. inhibition, % at 2 µM. hit rate 0.48% among 95,000;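 active means inhibition above the batch mean plus 3 SD, with images confirmed as a hit by eye, cut at about 37% in these data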;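 further: 0% = TNF-stimulated DMSO wells and 100% = unstimulated control wells; not every result past the cut was called active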
# * hit, by the source's call; x = not tested or not shown.
SMILES,TNFa cytotox,CYP2C19 inh,CYP2C9 activ,CYP2C9 inh,hDAT+cocaine,Candida biofilm,CYP2C19 activ,HUVEC tox IL1B,VCAM1 TNFa inh
CC1=C(C#N)C(=O)NC(C)(C)C1,4,-10,1.2,-15,-0.033,3,1.1,0,-2
CCCC1C2CN(C(C)=O)CC=C2C(C#N)=C(N)C1(C#N)C#N (stereo unspecified),x,-15,1,-2,-0.41,2,1.2,x,x
Cc1cc(C)c(C)c(S(=O)(=O)N2C(=S)NC(=O)C2C(C)C)c1C (stereo unspecified),-19,6,0.7,30,-0.15,x,0.9,14,15
CC(C)Oc1ccc(NC(=O)c2ccncc2)cc1,4,87*,0.1,90*,-0.37,7,0.1,-11,14
CCn1c(CC(=O)Nc2ccc(C)cc2)nnc1SCC(=O)NCCc1ccccc1,8,-1,0.7,34,1.2,7,1,2,12
Cn1c(=O)[nH]c(=O)c2c1nc(CN1CCOCC1)n2CCCO,-12,-7,0.9,6,-0.62,-3,1.1,-6,-38
CCOc1ccc(-c2nn3c(-c4ccc(OC)cc4)nnc3s2)cc1,x,-7,0.9,14,x,-1,1.1,x,x
Cn1nc(C(F)(F)F)c(C#N)c1N1CCN(c2cccc(C(F)(F)F)c2)CC1,3,15,0.8,17,-0.17,2,0.9,-15,5
COc1ccc(-n2c(COc3ccccc3)nnc2SCC(N)=O)cc1,16,63*,0.8,23,1.9,8,0.4,-16,10
COc1ccc(S(=O)(=O)NC2CCCCC2)c(C)c1C,x,96*,1.2,-18,0.54,6,0,29,-6
O=C(NCc1ccccc1F)C1CCCN(C(=O)NC2CCCCC2)C1 (stereo unspecified),-10,-3,1,-1,0.35,x,1,16,6
CCCCCCn1c(CN2CCN(C(=O)OCC)CC2)nc2c1c(=O)n(C)c(=O)n2C,-7,x,x,x,1.2,-2,x,37,-9
O=C(CCC(=O)N1CCCC1)Nc1nnc(C2CCCCC2)s1,-50,1,1.2,-17,0.54,4,1,-20,-35
Cc1cccc(OCCNC(=O)c2ccc(Oc3ccc(C(F)(F)F)cc3[N+](=O)[O-])cc2)c1,-6,49,0.5,50,-0.02,x,0.5,-84,-1
CCOC(=O)c1cccnc1SCC(=O)N(CC)c1cccc(C)c1,7,65*,0.5,45,1,6,0.4,2,15

# Quoted from the listing.
# Cn1nc(C(F)(F)F)c(C#N)c1N1CCN(c2cccc(C(F)(F)F)c2)CC1 in CYP2C9 inh is entered as 17
# CCCC1C2CN(C(C)=O)CC=C2C(C#N)=C(N)C1(C#N)C#N (stereo unspecified) in CYP2C9 inh is entered as -2

# The listing continues.
SMILES,TNFa cytotox,CYP2C19 inh,CYP2C9 activ,CYP2C9 inh,hDAT+cocaine,Candida biofilm,CYP2C19 activ,HUVEC tox IL1B,VCAM1 TNFa inh
Cn1c(=O)[nH]c(=O)c2c1nc(CN1CCN(c3cccc(Cl)c3)CC1)n2CCCc1ccccc1,x,-1,0.9,8,0.39,11,1,x,x
CON(C)c1nc(NCC(C)C)nc(OCC#N)n1,7,-2,1,0,-0.69,x,1,-95,-5
COc1ccc(Nc2nc(NC(C)(C)C)nc(N3CCCC3)n2)c(OC)c1,0,12,1,-4,1.8,3,0.9,-3,16
COc1cc(CNCC(C)C)c(Br)cc1OCC(=O)NCc1ccccc1,-3,x,x,x,-0.13,8,x,0,6
O=C(CCn1c(=O)c2sccc2n(Cc2cc(=O)n3ccccc3n2)c1=O)NCc1ccco1,-1,-9,0.8,20,-0.28,6,1.1,13,12
CCOC(=O)c1c(NC(=O)OC)sc(C(=O)N(CC)CC)c1C,-21,56*,0.3,67*,0.089,5,0.4,-2,-3
S=c1[nH]nc(-c2ccco2)n1/N=C/c1ccc(Cl)cc1Cl,-6,-3,0.7,32,0.2,x,1,-16,7
Clc1cccc(/C=N/Nc2ncnc3ccccc23)c1,31,-7,1,-1,1.5,x,1.1,-78,20
CCn1ccc(C(=O)Oc2ccc(C(C)C)cc2)n1,9,8,1.2,-24,0.57,9,0.9,31,13
COc1ccccc1NC(=O)Cn1nnc(-c2ccccc2NC(=O)c2ccco2)n1,x,19,0.5,47,-0.51,5,0.8,-4,-38
CC(=O)Oc1ccc2ccccc2c1C(NC(=O)Cc1ccccc1)c1ccccc1 (stereo unspecified),-14,61*,0.3,67*,0.54,x,0.4,-29,8
CN(C)/C=C1/Nc2ccccc2C1=O,-14,14,1.1,-8,0.072,8,0.9,16,7
NC(=O)C1(N2CCCCC2)CCN(c2nc(-c3ccc(Br)cc3)cs2)CC1,0,-6,1,-1,-1.5,2,1.1,13,-1
CCOC(=O)CC12CN3CN(C1)CC(CC(=O)OCC)(C3)C2=O,-12,-7,1.1,-11,-1.1,8,1.1,-36,16
COc1cc(/C=c2\sc3n(c2=O)C(c2ccccc2)C(c2ccccc2)=NN=3)ccc1O (stereo unspecified),-3,1,0.8,16,x,5,1,-7,12

# Of the compounds above, 2 contain bromine.
SMILES,TNFa cytotox,CYP2C19 inh,CYP2C9 activ,CYP2C9 inh,hDAT+cocaine,Candida biofilm,CYP2C19 activ,HUVEC tox IL1B,VCAM1 TNFa inh
COc1cc(CNCC(C)C)c(Br)cc1OCC(=O)NCc1ccccc1,-3,x,x,x,-0.13,8,x,0,6
NC(=O)C1(N2CCCCC2)CCN(c2nc(-c3ccc(Br)cc3)cs2)CC1,0,-6,1,-1,-1.5,2,1.1,13,-1

# (next part)
SMILES,TNFa cytotox,CYP2C19 inh,CYP2C9 activ,CYP2C9 inh,hDAT+cocaine,Candida biofilm,CYP2C19 activ,HUVEC tox IL1B,VCAM1 TNFa inh
Cn1ncc([N+](=O)[O-])c1C(=O)N1CCOCC1,-9,5,1,-1,-0.14,x,1,x,9
O=S(=O)(c1ccc(Br)s1)N1CCN(c2ccccc2)CC1,20,19,0.8,15,-0.27,4,0.8,-207,84*
Cc1nnc(NC(=O)C(C)Sc2nncn2C)s1 (stereo unspecified),-6,-12,1.2,-16,0.45,2,1.1,-7,4
Cc1nc2ccccc2c2oc(C(=O)NCC3COc4ccccc4O3)cc12 (stereo unspecified),x,5,0.6,36,0.23,4,0.9,x,x
COC(=O)c1cc(C(=O)Nc2ccc(C)cn2)cc([N+](=O)[O-])c1,-2,4,1,4,-0.014,x,1,0,11
Cc1ccccc1S(=O)(=O)Oc1ccccc1C(=O)Oc1ccccc1,6,42,0.5,50*,x,x,0.6,x,6
Cc1ccc(C)c(N2CCN(CCCNC(=O)Cn3cc4c(n3)CCCCC4)CC2)c1,x,28,1,0,x,6,0.7,x,x
CCOC(=O)C(C)Sc1nc(C2CC2)cc(C(F)(F)F)c1C#N (stereo unspecified),-12,27,0.8,25,-1.1,5,0.7,-6,20
O=C(COC(=O)c1cc(=O)[nH]c2ccccc12)NC(=O)NC1CCCCC1,-6,9,0.5,53*,0.95,3,0.9,-9,0
CN1CCN(C2=NC3(CCCC3)C(C#N)C(=O)N2)CC1 (stereo unspecified),2,-7,1.1,-11,-0.28,4,1.1,-29,6
CC(=O)c1cccc(NS(=O)(=O)c2c(C)n[nH]c2C)c1,-6,8,0.5,48,0.13,8,0.9,-35,0
CCOC(=O)c1c(C)nc2c(C#N)cnn2c1C,-11,63*,1.1,-7,0.3,5,0.4,-22,20
CCOC(=O)CCNCC1COc2ccccc2O1 (stereo unspecified),-32,75*,1,2,-0.56,1,0.3,-24,6
Cc1cc(Oc2ccccc2)nc(SCC(=O)Nc2ccccc2)n1,-4,29,0.8,16,-0.8,3,0.7,0,3
CN(C(=O)COC(=O)c1c[nH]c(=O)[nH]c1=O)C1CCCCC1,-9,8,0.8,15,-0.88,-1,0.9,7,3
Cc1occc1C(=O)Nc1nccs1,-7,8,1.2,-18,-1.4,3,0.9,10,-1
CC(=O)c1cccc(N(CC(=O)O)S(C)(=O)=O)c1,-2,-6,1.1,-9,-0.046,4,1.1,-25,-1
COC(C)(C)[C@]12CC(O)(c3ccccc3)ON1[C@H]1CCCCC1N2O (stereo partly specified),0,30,1.2,-19,-0.6,7,0.7,-53,-29
COc1ccc(NC(=O)CN2CCCN(S(=O)(=O)c3ccc(F)cc3)CC2)cc1,-14,89*,0.5,53*,0.07,5,0.1,x,4
FC(F)(F)c1nc2ccccc2nc1N/N=C\c1ccccc1,14,21,0.8,25,x,x,0.8,-2,-15
COc1cccc(CN2CCN(CC(=O)Nc3ccccc3Cl)CC2)c1,-11,41,0.6,35,1.6,-3,0.6,23,0
COc1ccc(-c2cc(C(=O)N3CCCc4ccccc43)no2)cc1,-28,34,0.7,26,x,x,0.7,4,-13
Cc1ccc(NC(=S)Nc2ncccc2C)c(C)c1,-2,86*,1.3,-26,0.29,x,0.1,-26,2
Cc1ccc(-c2cc(C(=O)Nc3ccc4c(c3)OCCO4)c3ccccc3n2)cc1,-10,23,0.2,76*,2.1,x,0.8,18,-16
COc1cc2nc(C)sc2cc1SC,x,-7,1.1,-12,0.59,8,1.1,x,x
CC1=C(C(=O)Nc2ccccn2)C(c2cccnc2)n2nnnc2N1 (stereo unspecified),-5,2,1,4,-0.075,6,1,-15,-3
CCOC(=O)CC(=O)CSc1nc(N)c(C#N)c(-c2ccc(Cl)cc2)c1C#N,-49,84*,0.4,62*,0.017,2,0.2,-7,-1
Cc1ccc(SCCNC(=O)c2ccccc2)cc1,-2,37,0.8,23,0.7,7,0.6,-29,5
CCn1c(CCC(=O)Nc2nc3c(s2)CCCC3)nc2cc(S(=O)(=O)N(C)C)ccc21,-24,75*,0.1,91*,0.044,7,0.2,-23,15
c1ccc(-c2cc3c(ccc4nonc43)nn2)cc1,-20,5,0.9,15,-0.043,7,1,27,4
CC(C)CNC(=O)c1noc2c1CCCC2,x,21,0.8,16,-0.88,10,0.8,x,x
Cc1ccc2nc(/C(C#N)=C\c3ccc(N4CCOCC4)o3)[nH]c2c1,-38,x,x,x,-0.72,2,x,-11,20
COc1ccc(CC(=O)Nc2ccc(S(=O)(=O)Nc3nc(C)cc(C)n3)cc2)cc1,13,-26,0.9,7,1.5,-4,1.3,0,-6
c1ccc(CC2CCN(c3nc(N4CCOCC4)nc(N4CCOCC4)n3)CC2)cc1,-13,x,x,x,x,2,x,2,18
Cc1occc1C(=O)N/N=C/c1cccnc1,12,36,0.9,8,-0.37,x,0.6,18,2
CCOc1cc(C(=O)NC(C)COC)cc(OCC)c1OCC (stereo unspecified),12,-8,1.1,-12,0.2,x,1.1,19,-8
Cc1cccc(OCC(=O)NNC(=O)c2cc3ccccc3oc2=O)c1,-7,4,1.1,-8,-0.44,x,1,20,11
CCCCN1CCc2c([nH]c3ccccc23)C1=O,x,44,0.7,27,0.35,5,0.6,x,x
COC(=O)C(C(=O)Nc1ccccc1C)C1CCCC1 (stereo unspecified),3,64*,0.9,9,-0.68,1,0.4,17,7
Clc1cccc(Cl)c1Cn1cc(Br)cn1,-12,29,0.9,6,-0.07,3,0.7,0,-5
CCC1CCCCN1S(=O)(=O)c1ccc(C(=O)Nc2nnc(-c3cccs3)o2)cc1 (stereo unspecified),0,x,x,x,-0.22,7,x,-8,-1
COc1ccc(C)c2sc(=NC(=O)C(C)C)n(C)c12,-3,17,0.6,40,-0.25,1,0.8,0,7
CN(CC(=O)N1CCCCC1)S(=O)(=O)c1cccc2cccnc12,x,3,2.1*,-105,-0.14,4,1,x,x
NC(=O)CC1(CC(=O)O)CCCCC1,-10,3,1.1,-7,-0.57,3,1,20,7
COc1ccc(CCNC(=O)c2nnn(-c3ccccc3OC)c2N)cc1OC,5,9,1,2,-1.5,8,0.9,-17,21
O=c1cc(N2CCC3(CC2)OCCO3)[nH]c(=O)n1-c1ccc(Cl)cc1,-9,2,1,4,0.69,7,1,-18,11
O=C(COC(=O)C(O)c1ccccc1)NC12CC3CC(CC(C3)C1)C2 (stereo unspecified),x,10,1,4,0.15,x,0.9,x,x
COc1ccc(NC(=O)CCCNS(=O)(=O)c2cccs2)cc1,x,72*,0.5,50,-0.093,-2,0.3,x,x

# Source: PubChem
